MMP-13 inhibitor: human MMP13 inhibitors, primary screen, biochemical, FRET peptide cleavage; Collagenase 3 (Homo sapiens), P45452; MMP-13 fTHP FRET cleavage, Mca fluorescence; inhibition, % at 4 µM; hit rate 0.07% among 65,000; AID 570, 2006;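 active = inhibition above the mean of compound-free control plate wells plus 3 SD, cut at about 14% in these data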;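 note: 0% = DMSO wells and 100% = wells with reference MMP-13 inhibitor after basal subtraction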
5HT1E antag: 5-HT1E receptor antagonists, primary screen, cell-based, HTS; CHO 5-HT1E Ga15 NFAT-bla reporter, FRET, antagonist; inhibition, % at 6 µM; hit rate 0.99% among 65,000; AID 571, 2007;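 active = inhibition above a set limit, the mean inhibition across every tested compound plus 3 SD, cut at about 29% in these data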;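 note: signal is the 460 over 535 nm emission ratio of beta-lactamase substrate; 0% = agonist plus DMSO wells and 100% = wells without agonist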
Her2 expr inh: inhibitors of Her2 protein expression, primary screen, SKBR-3 cells, AlphaScreen, 66K library; Receptor tyrosine-protein kinase erbB-2 (Homo sapiens), P04626; SKBR-3 HER2 protein level, 18-24 h; stronger effect = lower value; HER2 level % of control, % at 10 µM; hit rate 0.69% among 65,000; AID 645, 2007;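 active = HER2 level under 5% of the carrier-only control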;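 note: 100% = DMSO carrier and 0% = 500 nM PU-H71 HSP90 inhibitor; lower value means stronger loss of Her2 protein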
S1P3 ag: human S1P3 receptor agonists, primary screen, cell-based, primary and confirmation, NFAT-BLA reporter | Sphingosine 1-phosphate receptor 3 (Homo sapiens), Q99500 | S1P3 NFAT-BLA reporter cells, agonism, FRET ratio; relative to 1 µM S1P, basal subtracted | activation, % at 4.5 µM | hit rate 0.1% among 60,000 | AID 373, 2006;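 active = activation above the screen-wide mean plus 3 SD, cut at about 4.5% in these data, passing the limit was not always enough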; note: some compounds called inactive have numbers as strong as hits
Target sequence (Q99500 whole entry, looked up): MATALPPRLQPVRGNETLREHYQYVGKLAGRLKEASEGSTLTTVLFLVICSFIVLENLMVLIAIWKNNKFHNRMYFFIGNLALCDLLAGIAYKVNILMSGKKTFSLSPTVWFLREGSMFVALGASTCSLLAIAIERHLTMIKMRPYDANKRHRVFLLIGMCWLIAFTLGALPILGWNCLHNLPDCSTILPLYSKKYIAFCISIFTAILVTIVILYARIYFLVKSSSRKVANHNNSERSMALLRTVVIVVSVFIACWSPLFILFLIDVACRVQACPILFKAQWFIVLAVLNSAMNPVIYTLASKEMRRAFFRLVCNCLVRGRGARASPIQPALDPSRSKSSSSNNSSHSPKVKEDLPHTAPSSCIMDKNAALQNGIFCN
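Material: Human S1P3 NFAT-BLA reporter CHO cells | Incubation: Overnight plating, 4 h compound 37 °C, 2 h substrate RT | Signal: FRET β-lactamase substrate fluorescence, excitation 405 nm, 460/535 nm emission ratio, background-subtracted | Compound: 4.5 µM final, single dose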
S1P1 ag-PAM: S1P1 agonists and agonism potentiators, primary screen, cell-based, primary and confirmation screens, CRE-bla reporter; activation, % at 9.5 µM; hit rate 0.57% among 56,000; S1P1 CRE-bla cells, forskolin, beta-lactamase FRET, potentiator mode; S1P1 agonist co-added at EC20, 2 nM; 100% = saturating reference agonist, 0% = basal;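 active = activation above a cutoff set at the mean activation of all tested compounds plus 3 SD, cut at about 54% in these data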;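 note: forskolin at 4 µM as EC80 and the EC20 agonist is SEW2871; 100% = SEW2871 at its EC100 plus forskolin at EC80; some compounds past the cut are filed as inactive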
5HT1E ag: 5-HT1E receptor agonists, primary screen, cell-based, HTS. 5-hydroxytryptamine receptor 1E (Homo sapiens), P28566. CHO 5-HT1E Ga15 NFAT-bla reporter, FRET; 0% DMSO wells, 100% control agonist wells. activation, % at 6 µM. hit rate 0.69% among 65,000. AID 574, 2007;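 active = activation above a set limit, the screen-wide mean activation plus 3 SD, cut at about 8.5% in these data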;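 note: 100% = positive control agonist at 1 µM giving full maximal response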
Fluor 339 460: intrinsic fluorescence of library compounds, ex339/em460 – biochemical, MLSMR library, data from DPM-DC assay, artefact control, profiling panel. compound autofluorescence, ex339/em460 nm, NADH buffer; stronger effect = higher value; 1 = no-compound wells, NADH background. fluorescence fold increase at 10 µM. hit rate 5.5% among 65,000. AID 709, 2007;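 active = at 10 µM, mean starting fluorescence two-fold or more over control wells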;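 note: signal is the first read of a kinetic run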
A340 absorber: compound light absorbance at 340 nm, profiling panel, artefact control, biochemical, MLSMR library, data from PS, PMK, MK assays; AID 708, 2007; fold change at 10 µM; compound absorbance at 340 nm, fold over control; 65,000 tested, under 10 active;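 active = at 10 µM dose, initial 340 nm absorbance at least 2 fold that of control wells; inactive = change under 2 fold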;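 note: initial absorbance extrapolated from kinetic A340 decline of NADH oxidation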
5HT1a antag: human 5-HT1a receptor antagonists, primary screen, cell-based, CHO, Ga15 NFAT-bla reporter; inhibition, % at 10 µM; hit rate 0.68% among 62,000; 5-hydroxytryptamine receptor 1A (Homo sapiens), P08908; CHO 5-HT1a Ga15 NFAT-bla reporter, antagonist mode;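 active = inhibition above the mean of all tested compounds plus 3 SD, cut at about 43% in these data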;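 note: receptor stimulated by 5-CT agonist at 100 nM near EC80; beta-lactamase reporter measured by ratiometric fluorescence of a cleavable substrate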
Target sequence (P08908 whole entry, looked up): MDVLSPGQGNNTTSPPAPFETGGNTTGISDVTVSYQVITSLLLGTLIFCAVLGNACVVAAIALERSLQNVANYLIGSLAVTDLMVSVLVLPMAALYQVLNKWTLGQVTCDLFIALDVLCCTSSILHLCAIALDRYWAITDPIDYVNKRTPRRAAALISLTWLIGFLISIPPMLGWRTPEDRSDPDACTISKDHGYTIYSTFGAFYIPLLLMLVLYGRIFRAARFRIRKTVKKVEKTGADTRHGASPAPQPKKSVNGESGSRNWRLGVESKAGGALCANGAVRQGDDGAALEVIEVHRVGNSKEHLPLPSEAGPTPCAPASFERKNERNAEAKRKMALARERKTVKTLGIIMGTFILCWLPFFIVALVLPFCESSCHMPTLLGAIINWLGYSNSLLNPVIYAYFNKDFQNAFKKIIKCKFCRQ
Active calls of the source: *; nt = not tested or not shown.

SMILES	MMP-13 inhibitor	5HT1E antag	Her2 expr inh	S1P3 ag	S1P1 ag-PAM	5HT1E ag	Fluor 339 460	A340 absorber	5HT1a antag
O=C(O)c1ccc(S(=O)(=O)Cc2ccccc2)cc1	-2	7	99	0.0	-2	-0.3	1	1	-43
COc1ccc(C(CC(=O)O)NS(=O)(=O)c2ccc(C)cc2)cc1OC (configuration not stated)	1	-5	79	-0.5	-3	0.4	1.1	1	6
Cc1ccc(Cl)cc1N1CCN(C(=O)c2ccc(NS(=O)(=O)c3c(C)noc3C)cc2)CC1	1	2	84	-0.3	-56	-0.7	1.2	0.99	-3
Cc1ccc(-n2nc(C(=O)N3CCN(C)CC3)c3c4ccccc4n(C)c3c2=O)cc1	-7	9	94	-1.0	-24	-1.1	1.2	0.99	-12
COCC(=O)N(Cc1cc2cc(OC)ccc2[nH]c1=O)c1ccccc1	-38	-2	127	0.1	1	0.1	2.7*	1	-7
O=C(Oc1ccccc1)c1cccc(COC(=O)c2cnccn2)c1	4	-2	114	0.0	nt	-1.0	1	0.99	-7
Cn1c(=O)c2c(nc(Oc3ccccn3)n2C)n(C)c1=O	3	-7	96	-1.5	5	0.2	1.2	0.98	1
CCCCCn1c(=O)c(-c2nc3ccccc3c(=O)[nH]2)c(O)c2ccccc21	-2	-7	82	-0.7	-8	-0.1	1.2	1	-20
O=c1c2c(nc3c(-c4cccc(Br)c4)c[nH]n13)CCCC2	-2	-12	24	0.3	-14	0.8	2.7*	1	-11
N=c1n(CCOc2ccccc2)c2ccccc2n1CCN1CCOCC1	4	-9	114	-1.6	-8	-0.1	1	1	27
CCCCC(=O)Nc1ccc(NC(=O)C2CC2)nc1	0	6	80	0.1	0	6.5	1.1	1	7
COc1ccccc1N1CCN(C(=O)C(Cc2ccccc2)NC(=O)C2CCCCC2)CC1 (configuration not stated)	0	-3	77	-0.7	19	0.8	1	0.98	12
Cc1ccccc1OC(=O)CCC(=O)OCCCC(F)(F)C(F)(F)F	4	1	90	-1.7	-18	-0.6	1.1	1	4
O=S(=O)(c1cccc2nsnc12)N1CCCC1	-2	-10	106	-0.6	-18	0.3	0.73	1	0
CCOC(=O)C1=C(C)NC(=O)NC1c1ccc(OCC(=O)Nc2ccccc2)c(OC)c1 (configuration not stated)	0	-1	76	-1.0	16	89*	1.1	1.1	14
COc1ccc(C(=O)N/C(N)=N/c2nc3ccccc3o2)cc1	-1	-24	86	-1.6	-20	0.9	1.4	1	nt
Cc1ccc(/C(O)=C2/C(=O)C(=O)N(CCN3CCOCC3)C2c2ccccn2)cc1 (configuration not stated)	3	-7	84	-0.3	9	-0.3	1.1	1.2	0
COc1ccc(C(=O)Nc2nc3cc(OC)c(OC)cc3c(=O)[nH]2)cc1	1	8	97	-1.6	10	-1.3	1.1	1.1	0
O=C(Cn1ncn2c(cc3ccccc32)c1=O)NCCC1=CCCCC1	-14	8	94	-0.6	16	-0.3	1.2	1	32
COC(=O)c1ccccc1NC(=O)Nc1nnc(N2CCCCC2C)s1 (configuration not stated)	6	-4	101	-1.9	13	1.0	1.1	1	9
CCOc1ccc(S(=O)(=O)N2Cc3ccccc3CC2C(=O)NCCCn2ccnc2)cc1 (configuration not stated)	-6	-12	90	0.5	-11	0.2	1.1	1	-2
Cc1nn(CC(=O)Nc2nnc(CC(=O)N3CCCC3)s2)c(=O)c2ccccc12	-2	7	93	nt	nt	5.4	1.1	1.1	-10
O=c1c2ccccc2nnn1CSc1nnc2ccccn12	0	-9	111	1.4	19	-0.5	1.1	1	-8
COC(=O)c1cc2nc(-c3ccccc3)cc(C)n2n1	-14	3	83	-0.1	nt	1.6	3.6*	1	-2
O=C(COc1ccc(S(=O)(=O)NCCc2ccccc2)cc1)N1CCCC1	1	-8	122	0.0	4	-0.1	1.1	1	0
Cc1c(C(=O)NCc2ccc3c(c2)OCO3)sc2nc(-c3ccccc3)cn12	3	3	79	-1.0	-23	0.8	1	1.1	-10
C/C(N)=C(/C#N)C(=O)CN1CCCCC1	-1	-9	96	0.1	-2	-0.1	1.1	0.98	0
COc1ccc(C)cc1N(CC(N)=O)S(=O)(=O)c1ccc(C)cc1	-2	4	110	0.5	-7	-0.4	1.1	1	-14
CCC(C)(C)NC(=O)c1ccc2c(c1)N(CC(=O)OC)C(=O)C(C)(C)O2	6	-4	86	-0.7	4	-0.9	1.1	1	-13
Nc1nnc(SCc2cccnc2)s1	8	2	86	-0.4	-20	1.0	1.1	1	-4
CCC(C)C(=O)N1CCc2cc(-c3csc(N)n3)ccc21 (configuration not stated)	4	4	75	-0.7	-17	0.1	1.1	1	14
CCOc1ccc(N(CC(=O)O)S(=O)(=O)c2ccc(OC)c(OC)c2)cc1	2	2	82	0.3	-16	-0.3	1.1	1	-9
Cc1c(C)c2cc3c4c(oc3c(C)c2oc1=O)CCCC4	-2	0	140	-0.4	-24	-0.1	1.6	0.97	0
O=C(COc1ncnc2ccccc12)N1CCN(S(=O)(=O)c2ccc(Cl)cc2)CC1	5	0	70	0.3	10	0.3	1	0.99	-5
Cc1sc(NC(=O)CSc2nnnn2C2CCCC2)c(C#N)c1C	-8	3	97	0.3	11	0.3	1.1	0.98	-10
CC(C)[C@H](NC(=O)NCc1cccs1)C(=O)O	-3	1	66	-0.5	-3	0.9	1	0.99	-12
CCOc1ccc(C(=O)N2CCN(Cc3ccccc3)CC2)cc1	-9	3	103	-1.4	-2	0.4	1.1	1	9
O=c1c2ccccc2nc2c3ccccc3c3nncn3n12	-4	-8	102	1.2	-14	0.1	1	1.1	-2
CCOC(=O)c1ccc(NC(=O)Nc2ccc3c(c2)OCCO3)cc1	0	9	102	-0.6	14	-0.3	1.2	1.1	1
COc1ccccc1NC(=O)C(C)NS(=O)(=O)c1ccc(F)cc1 (configuration not stated)	-2	6	116	-1.0	24	0.7	0.99	0.97	8

Some entries already given, showing only 5HT1a antag:
| Structure | 5HT1a antag |
| --- | --- |
| O=C(COc1ncnc2ccccc12)N1CCN(S(=O)(=O)c2ccc(Cl)cc2)CC1 | -5 |
| Cc1sc(NC(=O)CSc2nnnn2C2CCCC2)c(C#N)c1C | -10 |

Further results follow.
SMILES	MMP-13 inhibitor	5HT1E antag	Her2 expr inh	S1P3 ag	S1P1 ag-PAM	5HT1E ag	Fluor 339 460	A340 absorber	5HT1a antag
O=C(c1nc(-c2ccccc2)n(-c2ccccc2)n1)N1CCN(S(=O)(=O)c2ccccc2)CC1	-7	6	78	1.1	2	0.6	1.1	1	-7
O=C(O)C1CCCN1C(=O)Oc1ccccc1 (configuration not stated)	1	-1	88	-0.3	-10	2.6	1.1	1	-4
O=C(C1CCN(S(=O)(=O)c2ccc3ccccc3c2)CC1)N1CCN(c2ncccn2)CC1	-6	4	83	-0.9	29	0.5	1.2	1	-7
c1ccc2c(c1)CCN2CCN1CCc2ccccc21	6	9	71	-0.4	6	-0.9	1.1	1.1	9
O=C(COC(=O)c1cccs1)NCc1ccco1	-2	3	112	0.6	3	0.3	1.1	1	-1
COC(=O)c1nnn(CC(=O)Nc2cc(Cl)ccc2C)c1C(=O)OC	-1	-3	71	nt	nt	0.1	1.1	1	3
COC(=O)C1=C(C)N(c2cccc3ccccc23)C(=O)C1	-7	-4	167	-0.2	-5	0.3	1.2	1	10
CC(=O)c1c(C(C)=O)c(C)n(NC(=O)c2ccncc2)c1C	-2	-6	166	-2.8	2	0.2	1.1	1	nt
O=C(Nc1cnc2ccccc2c1)c1ccncc1	-1	-6	70	1.2	-20	0.8	1.1	1.1	-7
C=C(C)c1cccc(C(C)(C)NC(=O)N2CC(C)OC(C)C2)c1 (configuration not stated)	7	-11	112	-0.8	nt	0.0	1.1	1	2
CCCOc1ccccc1C1CC(=O)Nc2cc3c(cc21)OCO3 (configuration not stated)	4	53*	42	nt	nt	0.9	1.1	1	54*
Cc1ccc(-n2c(=O)c3c4c(sc3n3c(C)nnc23)COC(C(C)C)C4)cc1 (configuration not stated)	-1	-1	106	-4.4	-11	-0.7	1.1	1	nt
O=C(Nc1ccc(F)c(Cl)c1)c1ccc2c(=O)n3c(nc2c1)CCCCC3	3	3	42	-1.3	-2	0.2	1.1	0.98	7
COc1ccc(Cn2nnnc2C(c2cc3cc(C)cc(C)c3[nH]c2=O)N2CCOCC2)cc1 (configuration not stated)	-15	-3	105	0.3	-8	-0.6	1.6	1	-2
O=C(NCc1ccco1)C(NS(=O)(=O)c1cccc2nsnc12)c1ccccc1 (configuration not stated)	-1	-4	82	0.4	-11	-0.1	1.3	1	-12
O=C(NCCN1CCOCC1)c1ccc2c(c1)ncn2C1CCCCC1	-3	-6	77	-0.2	-14	-0.7	1.1	1	6
CC(C)(C)NC(=O)C1N(c2cccnc2)C(=O)C2C(C(=O)Nc3ccccc3F)C3(C)C=CC21O3 (configuration not stated)	4	-2	91	0.5	-9	-0.2	1.1	1	2
Clc1ccc(-n2nnnc2-c2ccccc2)cc1Cl	2	15	152	-0.6	-30	0.2	1.1	1	-16
O=C(O)CC(NC(=O)C(c1ccccc1)c1ccccc1)c1ccco1 (configuration not stated)	1	-10	94	-0.5	-16	-0.4	1.2	1	4
CCCOc1ccccc1C1NC(=O)NC(C)=C1C(=O)OCCOCC (configuration not stated)	-2	-1	89	0.3	-2	-0.9	1.1	0.99	5

The last two records of the part before are carried over, then new ones follow:
SMILES	MMP-13 inhibitor	5HT1E antag	Her2 expr inh	S1P3 ag	S1P1 ag-PAM	5HT1E ag	Fluor 339 460	A340 absorber	5HT1a antag
O=C(O)CC(NC(=O)C(c1ccccc1)c1ccccc1)c1ccco1 (configuration not stated)	1	-10	94	-0.5	-16	-0.4	1.2	1	4
CCCOc1ccccc1C1NC(=O)NC(C)=C1C(=O)OCCOCC (configuration not stated)	-2	-1	89	0.3	-2	-0.9	1.1	0.99	5
O=C1CCCN1c1ccc(CNS(=O)(=O)c2ccc(F)cc2)cc1	2	0	95	-1.1	13	-0.6	1.1	1	13
COc1cccc(CNc2cccc3cccnc23)c1O	5	-9	136	nt	nt	-0.2	1.1	1	28
O=C(Cc1c(F)cccc1Cl)c1ccc(O)cc1O	6	0	100	-0.3	nt	-0.4	1.1	1.1	-6
CCn1ncc(C2=NOC(C(=O)Nc3c(C)nn(Cc4ccc(F)cc4)c3C)C2)c1C (configuration not stated)	7	3	98	0.6	-21	1.3	1.1	1	-8
Cc1ccc(CN2CCN(C(=O)C3CCC3)CC2)cc1	2	-5	63	-1.2	-22	-1.2	1	1	3
Oc1ccccc1C1=Nc2nc3ccccc3n2C(c2ccccc2)C1 (configuration not stated)	-17	2	105	-0.5	10	-0.6	1.2	1	29
